L3MBTL1 block = qHTS Assay for the Inhibitors of L3MBTL1. Potency, µM (titrated, usually from 57.1 µM), without a hit: at the highest dose activity, negative = inhibition, most hits filed as inhibitors. Lethal(3)malignant brain tumor-like protein 1 (Homo sapiens), Q9Y468. AlphaScreen L3MBTL1–H3K9me1 peptide binding. AID 485360, 2010. hit rate 0.66% among 230,000; active = well fitted inhibition curve with a large enough effect; inconclusive = small, poorly fitted or top-dose-only effect; inactive = no such curve, though single readings can be large or run the other way; note: nearly all actives have a fitted effect of over 60% in size
Target sequence (Q9Y468 whole entry, looked up): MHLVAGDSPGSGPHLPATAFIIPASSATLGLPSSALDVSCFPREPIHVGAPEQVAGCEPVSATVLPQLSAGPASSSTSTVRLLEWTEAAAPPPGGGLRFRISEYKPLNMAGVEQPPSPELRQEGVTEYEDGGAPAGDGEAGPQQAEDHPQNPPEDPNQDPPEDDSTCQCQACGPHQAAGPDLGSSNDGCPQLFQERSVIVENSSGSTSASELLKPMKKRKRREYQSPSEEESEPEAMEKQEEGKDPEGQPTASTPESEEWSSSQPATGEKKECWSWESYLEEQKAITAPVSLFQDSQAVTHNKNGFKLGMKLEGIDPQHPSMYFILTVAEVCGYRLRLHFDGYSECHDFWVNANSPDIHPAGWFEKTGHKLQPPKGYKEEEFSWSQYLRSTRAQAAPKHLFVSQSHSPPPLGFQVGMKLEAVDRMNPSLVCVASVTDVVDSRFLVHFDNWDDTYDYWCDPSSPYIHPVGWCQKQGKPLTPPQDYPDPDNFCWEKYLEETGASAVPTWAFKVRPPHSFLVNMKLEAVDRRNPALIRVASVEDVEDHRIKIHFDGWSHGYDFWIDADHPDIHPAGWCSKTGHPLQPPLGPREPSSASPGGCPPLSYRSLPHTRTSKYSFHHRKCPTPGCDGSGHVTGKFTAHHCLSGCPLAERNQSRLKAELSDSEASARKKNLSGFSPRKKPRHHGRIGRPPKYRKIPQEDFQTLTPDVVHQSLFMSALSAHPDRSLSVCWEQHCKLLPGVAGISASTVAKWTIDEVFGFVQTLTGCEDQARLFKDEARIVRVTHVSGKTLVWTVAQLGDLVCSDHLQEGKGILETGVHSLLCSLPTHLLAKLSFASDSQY
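Displacement of a biotinylated histone H3(1-15) peptide monomethylated at Lys9 (75 nM) from L3MBTL1 (50 nM) was measured by AlphaScreen after a 30 min room-temperature compound incubation; cefsulodin titration served as intraplate control.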
Starred values were filed as active, the others as inactive; u = inconclusive; [ ] = remark or other dose. % is set by controls: 0 for no effect and ±100 for the full control effect; potency is the fitted concentration of half-maximal effect. Only part of the results is shown. The share of hits here may be higher or lower than overall.

SMILES,L3MBTL1 block
O=C(Nc1ccc(Cl)cc1F)C1CC1c1ccccc1 (stereo not drawn),9%
COc1cc(C2C(=O)c3ccccc3C2=O)ccc1O,79%[activator]
CC(C)c1ccc(S(=O)(=O)N(C)C2(C)CCS(=O)(=O)C2)cc1 (stereo not drawn),7%
Cc1ccc(S(=O)(=O)CCC(=O)Oc2ccc3c(C)cc(=O)oc3c2)cc1,-1%
O=C(CC(=O)N/N=C/c1c(F)cccc1Cl)NCCc1ccccc1,-2%
CCC1CCCCN1C(=O)COC(=O)COc1ccc(Br)cc1 (stereo not drawn),-1%
CCCN(C(=O)c1c(CC)noc1C)c1c(N)n(Cc2ccccc2)c(=O)[nH]c1=O,8%
Cc1ccc(C(=O)NC2CC3CCC(C2)N3C)cc1 (stereo not drawn),-3%
O=C(Nc1ccc(S(=O)(=O)Nc2ncccn2)cc1)c1cccc(Br)c1,1%
Cc1ccc(C2=NCCn3nc4cc(C(F)(F)F)ccc4c32)cc1,-6%
O=[N+]([O-])c1cc(C(F)(F)F)ccc1NCC1CCCO1 (stereo not drawn),-4%
COc1ccc(OC)c(NC(=O)COC(=O)c2ccc(OC)c(S(=O)(=O)N3CCCC3)c2)c1,-4%
CCN(CC(=O)Nc1c(F)cccc1F)C(=O)c1ccc(-c2ccccc2)cc1,-1%
COc1ccc(CCNC(=O)c2cccc(Br)c2)cc1OC,16%
Cc1ccc(S(=O)(=O)N2CCN(C(=O)c3cc(S(=O)(=O)N(C)C)ccc3N3CCCC3)CC2)c(C)c1,-9%
NC(=O)c1ccsc1NC(=O)COC(=O)CCCOc1ccccc1,-2%
O=C(CCNS(=O)(=O)c1ccccc1)NNC(=O)C1COc2ccccc2O1 (stereo not drawn),4%
COc1cccc(CC(=O)NN2C(=O)NC3(CCCCC3)C2=O)c1,-5%
C[C@@H](NC(=O)c1ncn(C)c1C(=O)N[C@H](C)c1ccccc1)c1ccccc1,0%
CCc1ccc(S(=O)(=O)NC2CC(C)(C)NC(C)(C)C2)cc1,1%
CC1CCCN(S(=O)(=O)c2cc3c4c(c2)CCN4C(=O)CC3)C1 (stereo not drawn),-10%
CC(OC(=O)CN1C(=O)c2ccccc2C1=O)C(=O)NC1CCCCC1C (stereo not drawn),-1%
CC(Oc1ccccc1)C(=O)OCC(=O)Nc1sccc1C(N)=O (stereo not drawn),-4%
COc1cccc(CNC(=O)COc2cc3c(c4oc(=O)cc(C)c24)CCC(C)(C)O3)c1,2%
O=C1CN(c2ccccc2)C(=S)N1C(=O)c1ccccc1,3%
CCN(CC)S(=O)(=O)c1ccc(Cl)c(NC(=S)NC(=O)C2CCCC2)c1,-3%
CN1CC[C@]2(CCN3CCc4c(oc5ccccc45)[C@@H]3C2)N(C)C1=O,-3%
COCCN(C(=O)COC(=O)COc1ccc2c(c1)CCC2)c1c(N)n(Cc2ccccc2)c(=O)[nH]c1=O,9%
CCC1CCCCN1C(=O)COC(=O)CSc1ccc(C(N)=O)cc1[N+](=O)[O-] (stereo not drawn),5%
O=c1cc(-c2ccccc2)cc(-c2ccccc2)n1CCCO,1%

Filtered by structure: the entries above with bromine
SMILES,L3MBTL1 block
CCC1CCCCN1C(=O)COC(=O)COc1ccc(Br)cc1 (stereo not drawn),-1%
O=C(Nc1ccc(S(=O)(=O)Nc2ncccn2)cc1)c1cccc(Br)c1,1%
COc1ccc(CCNC(=O)c2cccc(Br)c2)cc1OC,16%

For reference, part of the list above:
SMILES,L3MBTL1 block
O=C(Nc1ccc(Cl)cc1F)C1CC1c1ccccc1 (stereo not drawn),9%
COc1cc(C2C(=O)c3ccccc3C2=O)ccc1O,79%[activator]

New compounds follow:
SMILES,L3MBTL1 block
COc1ccc(C(CNC(=O)C(C)(C)Oc2ccc(Cl)cc2)N2CCCC2)cc1 (stereo not drawn),-2%
CC(C)C[C@H](NC(=O)[C@H]1N2C(=O)c3ccccc3C2SC1(C)C)C(=O)N[C@@H](Cc1ccccc1)C(=O)O (stereo partly drawn),5%
Cn1cc(C(CO)Cc2ccccc2)c2ccccc21 (stereo not drawn),0%
CCc1ccc(OCCOC(=O)Nc2ccccc2)cc1,-1%
CCOCCn1c(CN2CCCCC2C)nc2c1c(=O)n(C)c(=O)n2C (stereo not drawn),12%
Cc1cccc(NC(=O)CNC(=O)CSc2nc(N)cc(N)n2)c1C,2%
CCOc1ccccc1N(CC(=O)Nc1cccc(OC)c1)S(=O)(=O)c1ccccc1,2%
CON(C)C(=O)CCC1CCCN1C(=O)OC(C)(C)C (stereo not drawn),4%
CN(C(=O)c1ccc(NC(=O)Cc2cccc(NC(=O)C3CCCN(C(=O)C4CCCC4)C3)c2)cc1)C1CCCC1 (stereo not drawn),-4%
CC(Sc1n[nH]c(-c2cccs2)n1)C(=O)Nc1ccc(C(N)=O)cc1 (stereo not drawn),-1%
O=C(COc1ccccc1)Nc1ccccc1F,-6%[2.29 µM]
O=[N+]([O-])c1cnc(Nc2ccc(Cl)cn2)c([N+](=O)[O-])c1,-12%
COC(=O)C1=CN(Cc2ccc(OC)c(OC)c2)C=C(C(=O)OC)C1c1ccccc1F,30%[activator]
COc1ccccc1NC(=O)Nc1nc(CC(=O)NCc2ccc(F)cc2)cs1,-13%
CCCCc1nnc(NC(=O)C2CCN(c3ncnc4sc(C)c(C)c34)CC2)s1,4%
COCCCn1c(=O)c2ccccc2n(Cc2ccccc2C)c1=O,11%
Cc1ccccc1NC(=O)COc1cccc2c1CCNC2=O,1%
Cc1cc(Cl)nc(SCC(=O)c2ccccc2)n1,10%
COc1cccc(NC(=O)C2CCN(S(=O)(=O)c3ccc4[nH]c(=O)ccc4c3)CC2)c1,-3%
O=C(CCC1CCCC1)Nc1cc(Cl)ccc1N1CCOCC1,15%
N=C1/C(=C\c2ccc(OC(=O)c3ccco3)cc2)C(=O)N=C2SC(N3CCCCC3)=NN12,-11%
CCCOc1ccc(C(=O)Nc2ccc(S(=O)(=O)NC3=NCCCCC3)cc2)cc1,16%
CC(Sc1nncn1C)C(=O)Nc1ccc(N2CCCCC2)cc1 (stereo not drawn),-9%
CCOC(=O)C1CCCN(C(=O)c2ccc(S(=O)(=O)N3CCOCC3)cc2)C1 (stereo not drawn),0%
Cc1cc(C)c(OCCCCCn2ccnc2)c(C)c1,-3%
COc1ccc(CNC(=O)CN2CCN(S(=O)(=O)c3cc(Br)ccc3Br)CC2)cc1OC,-2%
Cc1cc(C)c(C)c(S(=O)(=O)N2CCN(C(=O)C3CSC4(C)CCC(=O)N34)CC2)c1C (stereo not drawn),0%
CC(NC(=O)c1cccc(S(=O)(=O)N2CCCCCC2)c1)c1ccccc1 (stereo not drawn),-1%
COc1ccc(OC)c(C=NNC(=O)c2ccc(NS(=O)(=O)c3cccs3)cc2)c1,-3%
COc1ccc(S(=O)(=O)Nc2cccc3c2O[C@H](CN(C)C(=O)Nc2ccccc2)[C@@H](C)CN([C@H](C)CO)C3=O)cc1,3%

(more compounds)
SMILES,L3MBTL1 block
CC(=O)Nc1cccc(NC(=O)c2cc([N+](=O)[O-])ccc2N2CCCCC2)c1,-1%
CN(Cc1ccccc1)S(=O)(=O)c1ccc(Cl)c(C(=O)NCc2cccnc2)c1,-1%
COc1cc2cc(CCCOC(=O)c3ccc(F)cc3)oc(=O)c2cc1OC,-6%
CC(Oc1coc(CN2CCN(C(=O)c3ccco3)CC2)cc1=O)c1ccccc1 (stereo not drawn),-4%
Cc1ccc(S(=O)(=O)N2CCN(C(=O)COC(=O)C3CCC3)CC2)c(C)c1,14%
COCCn1cc(-c2csc(N)n2)c2ccccc21,-3%
NS(=O)(=O)c1cccc(NC(=O)COC(=O)CCN2C(=O)c3ccccc3C2=O)c1,0%
N#C/C=C/N1CCN(C(=O)c2ccco2)CC1,3%
Nc1ncnc2c1ncn2C1O[C@H](CO)[C@@H](O)[C@@H]1O (stereo partly drawn),2%
COc1ccc(-c2ccnc3c(Br)c(C)nn23)cc1,93%[activator]
COC(=O)COc1ccc(S(=O)(=O)Nc2ccc3c(c2)OCCO3)cc1C,-3%
Cc1ccc(S(=O)(=O)N2CCCCC2)cc1NC(=O)c1cccnc1,6%
Cc1cc(C(=O)NNC(=O)c2ccc(NC(=O)CC#N)cc2)c(C)o1,-6%
CCOC(=O)C1=C(C)NC(C)=C(C(=O)OCC)C1C(=O)OCC(=O)NCc1ccccc1OC,5%
COc1ccc(Cl)cc1C(=O)OCC(=O)N(C)CC(=O)Nc1ccc(F)cc1,-7%
CN(C(=O)COC(=O)c1cc2c(s1)CCCCC2)c1ccccc1,0%
O=C(CSc1nc2[nH]ncc2c(=O)[nH]1)Nc1ccccc1F,2%
CCN1C(=NCc2ccc(OC)cc2)N[C@@H](c2ccccc2)[C@H](C(=O)OC)[C@H]1C,4%
CCOc1ccccc1OCCn1nc2ccccc2n1,1%
CC(C)(C)c1ccc(C(=O)NCCC(=O)NNC(=O)COc2ccc(F)cc2)cc1,u
COc1ccccc1C(=O)NCCC(=O)N(C)Cc1cccs1,0%
Cc1ccc(NC(=O)CCN2C(=O)NC(C)(C)C2=O)cc1F,9%
CCCCn1c(N)c(N(CCOC)C(=O)C2CC(=O)N(Cc3ccco3)C2)c(=O)[nH]c1=O (stereo not drawn),7%
O=C(COc1ccc(Cl)cc1Br)Nc1nnc(C2CC2)s1,-3%
CN1CCN(C(=O)c2cccc(NS(=O)(=O)c3ccc(Br)cc3)c2)CC1,-3%
Cc1ccc(F)cc1NC(=O)COC(=O)c1ccc2ncsc2c1,-3%
COc1ccc(OC)c(NC(=O)COC(=O)c2ccc(OC)c(S(=O)(=O)N3CCOCC3)c2)c1,5%
Cc1ccc(-c2csc(NC(=O)c3c(C)noc3C)n2)cc1C,-2%
O=C(CC1(CC(=O)N2CCOCC2)CCCC1)Nc1ccc(F)cc1,-1%
CC(=O)c1ccc(OCC(=O)OC(C)C(=O)NC2CCCCC2C)cc1 (stereo not drawn),3%

7 entries drawn at random from the list so far, as already listed:
SMILES,L3MBTL1 block
Cc1ccc(NC(=O)CCN2C(=O)NC(C)(C)C2=O)cc1F,9%
CC(Oc1coc(CN2CCN(C(=O)c3ccco3)CC2)cc1=O)c1ccccc1 (stereo not drawn),-4%
Cc1cc(C(=O)NNC(=O)c2ccc(NC(=O)CC#N)cc2)c(C)o1,-6%
COc1cc2cc(CCCOC(=O)c3ccc(F)cc3)oc(=O)c2cc1OC,-6%
COc1ccccc1C(=O)NCCC(=O)N(C)Cc1cccs1,0%
COc1ccc(-c2ccnc3c(Br)c(C)nn23)cc1,93%[activator]
O=C(CC1(CC(=O)N2CCOCC2)CCCC1)Nc1ccc(F)cc1,-1%

Next section
SMILES,L3MBTL1 block
CCCCCCCC(=O)Nc1cc(C(=O)NCc2ccc(C)cc2)ccc1N1CCC2(CC1)CC(c1ccccc1)=NO2,1%
Cc1c(OCC(=O)C(C)(C)C)ccc2c(-c3ccccc3)cc(=O)oc12,6%
Cc1ccc(NS(=O)(=O)c2ccc(C(=O)NCc3ccncc3)cc2)cc1,1%
O=C1[C@H]2[C@@H](c3ccc(F)cc3)N3C(=O)N(c4cccc(Cl)c4)C(=O)[C@@]3(Cc3ccccc3)[C@H]2C(=O)N1C1CCCCC1,-4%
COc1ccccc1C1NC(=O)c2ccccc2O1 (stereo not drawn),6%
COc1cc(C(=O)NCC(=O)NNC(=O)C2COc3ccccc3O2)cc(OC)c1OC (stereo not drawn),35%[activator]
CCN(CC)CCn1c2c(c(SCC(=O)Nc3cccc4ccccc34)nc1=O)CCC2,1%
COc1ccc(S(=O)(=O)N2CCCC2CNC(=O)C(=O)NCc2ccccc2Cl)cc1 (stereo not drawn),2%
CS(=O)(=O)N(CC(=O)N1CCc2ccccc2C1)Cc1ccc(F)cc1,4%
O=C(CSc1nncs1)Nc1nccs1,6%
COCCN(C(=O)CCSc1ccc(F)cc1)c1c(N)n(Cc2ccccc2)c(=O)[nH]c1=O,-5%
CC[C@]12c3[nH]c4ccc(Cl)cc4c3CCN1C(=O)[C@@H](CC(=O)NCCCOC)C[C@@H]2C(=O)N1CCN(C(=O)c2ccco2)CC1,-1%
Cc1ccc(C)c(NC(=O)CN(C)C(=O)COc2ccc3ccccc3c2)c1,-10%
CN(C(=O)c1cccc(S(=O)(=O)NCc2ccccc2)c1)C1CCCCC1,-1%
CCc1ccc2[nH]c(=O)c(Cc3ccccc3)c(O)c2c1,3%
COc1ccc(OC)c(-c2csc(NC(=O)CN3C(=O)NC4(CCCC4)C3=O)n2)c1,-14%
COC(=O)c1ccccc1S(=O)(=O)N1CCC(C(=O)NCCC2=CCCCC2)CC1,-6%
Cc1ccc(Cn2ccsc2=NC(=O)COC(=O)c2ccc(NC(=O)CC#N)cc2)cc1,-3%
CCc1nnc(NC(=O)c2ccc(Br)o2)s1,5%
CCCC1NC(C(=O)O)Cc2c1[nH]c1ccccc21 (stereo not drawn),4%

Compound activity (PubChem BioAssay)
